Screening results as filed in PubChem BioAssay.
Mito fusion act – blocks mitochondrial division or promotes mitochondrial fusion; Potency, µM (doses to about 46.1 µM), for inactives: at the highest dose growth rescue (activation), actives largely listed as activators; 320,000 tested, 0.23% active; S. cerevisiae fusion-defective mutant growth rescue, CellTiterGlo 48 h;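 further: potency means the concentration at half of the fitted maximal effect; % of control where 0% means no effect; nearly all actives have a fitted effect of over 45% in size; temperature-sensitive fusion mutants such as fzo1-1 at 37 °C on non-fermentable ethanol glycerol medium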
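Growth-rescue viability read-out: after 48 h at the non-permissive 37C in glycerol/ethanol YPEG, yeast mitochondrial fusion mutants are measured by CellTiterGlo luminescence; compounds (23 nl pinned per well) restoring growth score as division inhibitors or fusion activators.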
Tb PFK inh – T. brucei PFK enzyme inhibition. O15648. T. brucei PFK, ADP-Glo luminescence. Potency, µM (highest dose often 57.5 µM), without a hit: top-dose activity, negative = inhibition, actives largely listed as inhibitors. 330,000 tested, 0.17% active. AID 485367;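 further: potency means the concentration at half of the fitted maximal effect; 0% = uninhibited 1x PFK enzyme wells and -100% = no-enzyme wells; nearly all actives have a fitted effect of over 60% in size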
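In TEA buffer at pH 8.0 with 5 mM MgCl2, enzyme (1.25 nM) converted F6P (0.5 mM) and ATP (0.1 mM) for 45 min at room temperature. ADP product was read by luciferase luminescence.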
USP2a block – inhibitors of human ubiquitin-specific protease USP2a; USP2 core, Ub-CHOP2 coupled fluorogenic reporter, 485/531; O75604; Potency, µM (titrated, usually from 38.3 µM), inactives show top-dose activity change, negative = inhibition, hits mostly inhibitors; 330,000 tested, 0.01% active;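 further: potency means the concentration at half of the fitted maximal effect; plate controls were DMSO wells for no effect and full inhibition by NEM control for full effect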
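USP2 core (10nM final) preincubated 30min RT with compound in 20mM Tris-HCl pH 8.0, 2mM CaCl2, 2mM beta-mercaptoethanol, 0.05% CHAPS; 25nM Ub-CHOP2 plus 25nM reporter substrate added, fluorescence (Ex485/Em531) read after 60min.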
TSG101-PTAP inh – blocks PTAP/TSG101 interaction to inhibit HIV-1 budding. Fluorescence polarization, FITC-PTAP peptide / Tsg101 binding. Potency, µM (highest dose often 115 µM), inactives show at the highest dose activity change, negative = inhibition, most hits filed as inhibitors. 340,000 tested, under 10 active; active means well fitted inhibition curve with a large enough effect in the main read-out, with a control signal flat, not every such curve was filed as active; inconclusive means small, poorly fitted or top-dose-only effect, or effect the other way, or a change in a side signal; inactive means no such curve, though single readings can be large or run the other way; further: potency means the concentration at half of the fitted maximal effect; % of control where 0% means no effect
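Tsg101 binding domain (10 uM final) was mixed with compound and a FITC-labeled PTAP peptide (50 nM final) in HEPES pH 7.5 buffer with NaCl, Tween 20, EDTA and TCEP; fluorescence polarization was read after 20 min at r.t.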
TCR activator – activators of T cell receptors. Potency, µM (doses to about 9.22 µM), without a hit: top-dose activation of IL-2 secretion, actives largely listed as activators. 330,000 tested, under 10 active. primary human leukocytes, anti-CD3, IL-2 HTRF, 48 h; further: % of control where 0% means no effect
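Primary human leukocytes incubated 48 hr with anti-CD3 beads plus compound, without co-stimulation. Secreted IL-2 measured by HTRF (europium cryptate/d2 anti-IL-2 pair, 320 nm excitation, 665 nm emission).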
uPA surface inh – cell surface uPA generation inhibition; cell surface uPA generation assay, qHTS; Potency, µM (series often up to 38.3 µM), inactives show at the top dose activity change, negative = inhibition, actives largely listed as inhibitors; 330,000 tested, 0.31% active; AID 540303; active means well fitted inhibition curve with a large enough effect; inconclusive means small, poorly fitted or top-dose-only effect; inactive means no such curve, though single readings can be large or run the other way; tested in mouse RAW 264.7 cells; further: potency means the concentration at half of the fitted maximal effect; on the % scale 0 is the no-effect control and ±100 the full control effect; nearly all actives have a fitted effect of over 55% in size
Chronic BCR inh – inhibitors of chronic active B-cell receptor signaling; AID 493014; Potency, µM (titrated, usually from 46.1 µM), for inactives: top-dose ratio change, negative = lower green/red ratio, hits mostly inhibitors; 340,000 tested, 0.05% active; ABC-DLBCL IkBa-CBG/CBR reporter, luminescence ratio, 4 h; active means well fitted inhibition curve with a large enough effect in the signal ratio, with a control signal flat, not every such curve was filed as active; inconclusive means small, poorly fitted or top-dose-only effect, or effect the other way, or a change in a side signal; the % refers to the signal ratio;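 further: potency means the concentration at half of the fitted maximal effect; plate controls were basal doxycycline-induced cells for no effect and cells given 10 µM MG132 for full effect; MG132 reads +100%, hits lower the ratio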
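Compounds up to 46 uM were incubated four hours with TMD8 cells whose green CBG68 luciferase is fused to IkappaBalpha; red CBR luminescence normalised the signal, and concentration-effect curves were fitted to fusion, red and ratio data.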
Eya2 phos inh – Eya2 (human) phosphatase inhibition | recombinant Eya2, OMFP fluorescence dephosphorylation (OMFP is methylfluorescein phosphate) | Potency, µM (series often up to 76.9 µM), for the others: top-dose activity, negative = inhibition, usual class: inhibitors | 330,000 tested, 0.006% active; further: potency means the concentration at half of the fitted maximal effect; on the % scale 0 is the no-effect control and ±100 the full control effect
Target sequence (O00167 whole entry, looked up): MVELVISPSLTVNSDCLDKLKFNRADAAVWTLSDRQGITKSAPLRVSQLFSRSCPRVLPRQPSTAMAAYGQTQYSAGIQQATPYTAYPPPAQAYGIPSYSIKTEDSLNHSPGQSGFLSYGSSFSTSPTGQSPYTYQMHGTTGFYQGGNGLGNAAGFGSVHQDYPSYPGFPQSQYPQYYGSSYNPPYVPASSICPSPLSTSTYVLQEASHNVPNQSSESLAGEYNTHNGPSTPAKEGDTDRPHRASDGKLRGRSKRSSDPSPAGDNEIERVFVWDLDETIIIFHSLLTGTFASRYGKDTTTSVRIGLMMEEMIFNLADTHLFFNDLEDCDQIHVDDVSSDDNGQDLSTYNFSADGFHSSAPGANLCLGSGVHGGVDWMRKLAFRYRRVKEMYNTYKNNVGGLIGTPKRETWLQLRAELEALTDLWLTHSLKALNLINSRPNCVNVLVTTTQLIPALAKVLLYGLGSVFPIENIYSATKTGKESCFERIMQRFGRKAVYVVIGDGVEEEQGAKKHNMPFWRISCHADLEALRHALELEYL
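Eya2 protein (added as 0.2 uM solution) was preincubated with compound for 10 min at ambient temperature in 50 mM HEPES pH 7.5, 50 mM NaCl, 5 uM MgCl2, 0.05% BSA, 1 mM DTT. OMFP (added at 50 uM) then reacted 10 min; fluorescence read at 485/525 nm.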
ELG1 DNA repair – ELG1-dependent DNA repair inhibition | Potency, µM (titrated, usually from 46.1 µM), inactives show top-dose activity change, negative = inhibition, hits mostly inhibitors | AID 504467 | HEK293T ELG1-luciferase reporter, luminescence, 16 h; DNA damage induced by 5-fluorouridine | 330,000 tested, 2.3% active; further: potency means the concentration at half of the fitted maximal effect; on the % scale 0 is the no-effect control and ±100 the full control effect; nearly all actives have a fitted effect of over 55% in size
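Quantitative HTS, concentration-response format. 2,000 cells/well co-treated with 5-fluorouridine and compound, 16 hr in 5% CO2 at 37 °C; ONE-Glo luminescence read after 30 min.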
B2AR arrestin – agonists driving beta-arrestin recruitment to human beta2-adrenergic receptor. beta-arrestin recruitment to beta2AR, cell-based reporter. Potency, µM (top dose mostly 46.1 µM), for the others: at the highest dose activation, hits mostly activators. 330,000 tested, 0.02% active. AID 492947;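 further: potency means the concentration at half of the fitted maximal effect; 0% = DMSO controls and full agonism = EC100 isoproterenol or metaproterenol; nearly all actives have a fitted effect of over 65% in size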
Target sequence (P07550 whole entry, looked up): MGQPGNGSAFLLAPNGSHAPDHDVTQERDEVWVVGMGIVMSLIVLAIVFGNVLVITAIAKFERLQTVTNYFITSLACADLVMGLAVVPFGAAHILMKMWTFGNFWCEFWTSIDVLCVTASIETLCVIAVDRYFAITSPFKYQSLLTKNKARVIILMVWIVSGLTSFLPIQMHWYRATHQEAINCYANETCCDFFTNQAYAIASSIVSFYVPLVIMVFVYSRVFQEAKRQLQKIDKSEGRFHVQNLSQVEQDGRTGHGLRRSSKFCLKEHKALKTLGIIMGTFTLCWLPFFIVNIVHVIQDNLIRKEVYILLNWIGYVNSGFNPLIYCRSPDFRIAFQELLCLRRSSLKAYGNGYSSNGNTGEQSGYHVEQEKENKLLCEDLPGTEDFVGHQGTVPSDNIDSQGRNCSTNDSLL
TSHR antag – human thyrotropin receptor antagonism; TSHR-expressing cells, TSH-stimulated cAMP HTRF, 2 h; active compounds read low; P16473; 330,000 tested, 0.2% active; activity change, negative = inhibition, % at 11.5 µM;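 active means activity change below a set negative limit, meaning inhibition stronger than a set level, cut at about -70% in these data; inconclusive means activity change between two set negative limits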; further: on the % scale 0 is the no-effect control and ±100 the full control effect
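TSHR-expressing cells, 200/well, pre-treated with compound, then stimulated with EC80 TSH (4nM final) for 2 hours at 37 deg C. cAMP measured by competitive HTRF: anti-cAMP cryptate antibody in lysis buffer plus cAMP-d2, read after 30 minutes at room temperature.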
Starred values were filed as active, the others as inactive; ? = inconclusive; · = not tested or not shown; [ ] = another dose, or the depositor's remark. Unless noted, the call rests on the fitted dose curve; in most records, active means well fitted curve in the direction sought with a large enough effect; inconclusive means small, poorly fitted or top-dose-only effect, or another doubt; inactive means no such curve, though single readings can be large; an effect the other way counts as inactive or inconclusive.

SMILES | Mito fusion act | Tb PFK inh | USP2a block | TSG101-PTAP inh | TCR activator | uPA surface inh | Chronic BCR inh | Eya2 phos inh | ELG1 DNA repair | B2AR arrestin | TSHR antag
CCCNC(=O)c1onc(CSc2ccc(Cl)cc2)c1C(=O)NCC1CC1 | 13% | -8% | 3% | 0% | -1% | -3% | 5% | 15% | 19% | -0.1% | -17
Cc1nc2ccccc2c(=O)n1NC(=O)Nc1ccccc1 | -1% | 0% | 5% | -2% | · | 8% | ? | 5% | 3% | 0.4% | 1
COc1cc(NC(=O)Cc2ccc(OC)c(S(=O)(=O)N3CCOCC3)c2)c(OC)cc1Cl | 2% | 2% | 4% | -4% | 4% | -3% | -6% | -4% | -12% | 0.0% | 1
CN1CCN(c2ccc(NC(=O)c3cc([N+](=O)[O-])ccc3N3CCOCC3)cc2)CC1 | -1% | -7% | 1% | · | -6% | ? | 1% | 4% | 1% | 0.1% | 2
COc1ccc(CCNC(=O)c2cc(-c3ccc(C)c(C)c3O)n[nH]2)cc1OC | -2% | 5% | -1% | -3% | -2% | -2% | ? | 10% | ? | -1.0% | 4
C=CC[C@@H](CC(=O)OC(C)(C)C)C(=O)OC[C@H]1CCCN1C(=O)[C@@H](CC=C)CC(=O)N[C@H](CO)Cc1ccccc1 | · | 0% | -1% | -10% | 2% | 1% | 1% | -2% | 16µM* | -0.5% | -2
CCOC(=O)N(C)S(=O)(=O)c1ccccc1[N+](=O)[O-] | 9% | 0% | 3% | -2% | 7% | 6% | 0% | -2% | 7% | -0.7% | 21
Fc1ccc(NC(=S)N2CCN(C/C=C/c3ccccc3)CC2)c(F)c1 | -3% | 3% | 2% | -1% | -16% | ? | -25% | -6% | ? | 0.1% | 6
Cc1ccccc1C(=O)OC1OC(=O)C(Cl)=C1Nc1ccccc1 (configuration not stated) | -3% | -5% | -4% | -1% | 1% | -12% | ? | 2% | ? | 3.0% | -11
COc1ccc(C2C(C(=O)O)CCC(=O)N2c2ccc(OC)cc2)cc1 (configuration not stated) | -3% | 3% | 2% | -7% | 3% | 11% | -5% | -21% | 16% | -0.3% | 2
CNC(=O)CSc1nnc(NC(=O)C2CC(=O)N(c3ccccc3OC)C2)s1 (configuration not stated) | 1% | 0% | 0% | -1% | -9% | 3% | ? | 3% | -13% | 0.3% | 2
O=C(c1ccccc1)c1ccc(OCC(O)CNCc2cccc(Cl)c2)cc1 (configuration not stated) | -45%[inhibitor] | -22% | -6% | 1% | 3% | -7% | -7% | -7% | 18% | 0.4% | 3

Next section, overlapping the part above by 4 compounds.
SMILES | Mito fusion act | Tb PFK inh | USP2a block | TSG101-PTAP inh | TCR activator | uPA surface inh | Chronic BCR inh | Eya2 phos inh | ELG1 DNA repair | B2AR arrestin | TSHR antag
Cc1ccccc1C(=O)OC1OC(=O)C(Cl)=C1Nc1ccccc1 (configuration not stated) | -3% | -5% | -4% | -1% | 1% | -12% | ? | 2% | ? | 3.0% | -11
COc1ccc(C2C(C(=O)O)CCC(=O)N2c2ccc(OC)cc2)cc1 (configuration not stated) | -3% | 3% | 2% | -7% | 3% | 11% | -5% | -21% | 16% | -0.3% | 2
CNC(=O)CSc1nnc(NC(=O)C2CC(=O)N(c3ccccc3OC)C2)s1 (configuration not stated) | 1% | 0% | 0% | -1% | -9% | 3% | ? | 3% | -13% | 0.3% | 2
O=C(c1ccccc1)c1ccc(OCC(O)CNCc2cccc(Cl)c2)cc1 (configuration not stated) | -45%[inhibitor] | -22% | -6% | 1% | 3% | -7% | -7% | -7% | 18% | 0.4% | 3
COc1ccc(CNC(=O)Cc2nn(C)c(=O)c3ccccc23)cc1 | 0% | -2% | 0% | 4% | -3% | -10% | 2% | 0% | -18% | 0.1% | -24
O=C(C[n+]1ccc2c(c1)nnn2-c1ccccc1)c1ccc(Cl)cc1 | 2% | -2% | -2% | -1% | 6% | 22% | -17% | 2% | 0% | -0.1% | -4
COc1ccccc1N(C)S(=O)(=O)c1ccc(Cl)c(C(=O)OCc2c(C)noc2C)c1 | -12% | -3% | 1% | 3% | -4% | -6% | 15% | -3% | -29% | -0.6% | 18
N=C1C(c2nc(-c3ccc(F)cc3)cs2)=C(O)CN1Cc1ccc(Cl)cc1 | 0% | 4% | 3% | -3% | -6% | · | ? | -13% | ? | -0.1% | -3
O=C(COc1ccccc1Br)NCCc1nc2ccccc2[nH]1 | -2% | -1% | 1% | -2% | 1%[46.1 µM] | 18% | -7% | 0% | -2% | 0.6% | 5
O=C(NCC(c1ccco1)N1CCCC1)c1cccc(NS(=O)(=O)c2ccccc2)c1 (configuration not stated) | 6% | -4% | 2% | -4% | 1% | -13% | 5% | 14% | -17% | 0.0% | -2
COc1ccc(OCC(O)COc2ccc(OC)cc2)cc1 | -1% | -4% | -3% | -1% | -4% | 5% | -2% | 1% | -1% | -0.1% | 10
COc1ccc2c(c1)[nH]c1c(=O)n(CCN3CCOCC3)cnc12 | 3% | -3% | 1% | -3% | 9% | 2% | 0% | -2% | 0% | -0.5% | 3
COc1ccc(NC(=O)CC(C)c2ccccc2)cc1S(=O)(=O)N1CCOCC1 (configuration not stated) | 5% | -3% | 3% | 0% | · | -6% | -1% | 3% | -20% | -0.2% | -3
O=C1CC(N2CCOCC2)C(=O)N1c1ccc2c(c1)OCO2 (configuration not stated) | 0% | 6% | -1% | -1% | 1% | 4% | 2% | -20% | 3% | -0.3% | -6
CCn1c(SCC(=O)N2CCCC2)nc2c(c1=O)SCC2 | -9% | 3% | -1% | -5% | 8% | 0% | 9% | 1% | · | 0.3% | -14
COc1ccc(OCc2nc(-c3ccc(F)c(F)c3)cs2)cc1 | 7% | -1% | 0% | 2% | 3% | -1% | ? | 3% | -9% | -0.9% | -13
COc1ccc(N(CC(O)Cn2c(C)nc3ccccc32)S(=O)(=O)c2ccc(C)cc2)cc1 (configuration not stated) | -3% | 5% | -1% | -4% | 3%[46.1 µM] | -5% | -1% | 0% | ? | -1.0% | 11
COC(=O)c1cccc(NC(=O)C2COc3ccccc3O2)c1C (configuration not stated) | 3% | 1% | 5% | -3% | 7% | 2% | 4% | -2% | ? | -1.4% | -8
NS(=O)(=O)c1cc(C(=O)OCC(=O)Nc2ccc3c(c2)OCO3)ccc1Cl | · | -4% | -1% | -8% | -4% | 3% | 5% | -1% | 19% | -0.2% | -9
O=C(c1ccc(Cl)cc1)C1CCCN(Cc2ccc(Oc3ncccn3)cc2)C1 (configuration not stated) | -3% | 5% | 2% | 0% | 0% | -23% | ? | -3% | ? | 0.4% | 11
CCOC(=O)c1cc(C)sc1N1C(=O)C2C3C=CC(C3)C2C1=O (configuration not stated) | 2% | 0% | 0% | -2% | 4% | 1% | ? | 3% | -4% | 0.3% | 6
Cc1cc2cc(C=C(C#N)C#N)c(Cl)nc2cc1C | 0% | -4% | ? | -1% | 1%[46.1 µM] | -10% | ? | 5% | ? | 0.1% | -7
COc1ccc(NC(=O)CSc2nc(C(C)C)nc3c2c(=O)n(C)c(=O)n3C)c(OC)c1 | 0% | 1% | 0% | 0% | 5% | -1% | -1% | 15% | -5% | -0.4% | -12
CCOc1ccccc1CNCCNCC(C)O (configuration not stated) | -3% | 0% | 2% | -6% | 14% | 4% | -1% | -2% | 6% | -0.5% | -6
CC(=O)N/N=C(/C)c1ccc(NC(=O)c2csc(C)c2C)cc1 | 0% | 7% | -1% | 0% | 5% | -3% | ? | -5% | ? | -0.3% | 4
COc1ccccc1C(=O)NC(=O)COC(=O)Cc1ccc(F)cc1 | -3% | 22% | -2% | -2% | -3% | 12% | 3% | 0% | 20% | 0.0% | -2
CC(Oc1ccc2c3c(c(=O)oc2c1)CCC3)C(=O)NCc1ccccn1 (configuration not stated) | 0% | -6% | 5% | -5% | 0% | 2% | -1% | 2% | 5% | -0.6% | -5

Compounds as they come. Share with any hit: about 3%.
